Assay outcomes from PubChem.
All columns: NCI-60 one-dose screen, growth in % after 48 h at 10 µM unless noted; 100 = growth as untreated, 0 = no growth, -100 = all killed.
HL-60(TB): HL-60(TB) leukemia cells | actives 9% (n = 78,000) | AID 1794776; active means growth percent below 10
Starred values were filed as active, the others as inactive; & = joins results of further samples; [ ] = remark or other dose. A portion of the library; count on the stated rates, not on these rows.

mol,HL-60(TB)
O=S(=O)(NCCCNc1nccc(-c2[nH]c(-c3ccccc3)nc2-c2ccc(Cl)c(O)c2)n1)c1cccc(F)c1,35.6
O=C1C(O)=C(Cl)C(=O)C(O)=C1Cl,63.6&101.1
Cc1ccc(-c2nc3ccccn3c2/C=C2/C(=O)Nc3ccccc32)cc1,39.5
NS(=O)(=O)c1cccc(NC(=O)CSc2ccc(-c3ccccc3)nn2)c1,74.5
Cc1c(Cl)c(C)c(Cl)c(O)c1Cl (tested in a mixture with another compound),101.9
CN(C)P(=O)(OCCOc1ccc(Cl)cc1Cl)N(C)C,104.0
CCOC(=O)c1ccc(NC(=O)OCc2ccccc2)cc1,75.3
CCOC(=O)c1ccc2c(c1)c1c(C)c3cnccc3c(C)c1n2C,-18.8*
O=C1CSC(c2ccccc2O)N1c1nnc(Cn2cnnc2)o1 (stereo not drawn),61.1
CC(=O)Nc1ccc(C(Cl)=C(Cl)Cl)cc1,107.9
N#CC(C(=O)c1ccccc1)c1ccc(Cl)cc1 (stereo not drawn),107.8
COc1ccc(-c2cc(-c3ccccc3)nc3nc(N)nn23)cc1,84.2
CCOC(=O)C(Cc1cc(N)c(Oc2ccc(OC)cc2)c(N)c1)NC(C)=O (stereo not drawn),97.4&107.2
Cc1cnc(N)nc1OCCNC(=O)c1cccc(-c2ccc(S(=O)(=O)Nc3ccc4c(c3)N(C(=O)C3CC3)CCC4)cc2)c1,43.3
O=C1c2cc([N+](=O)[O-])ccc2-c2cc(Cl)c(NC(=O)C(F)(F)F)cc21,75.6
COc1cc(C2CC(c3cc(C)ccc3C)=NN2c2ccc(S(=O)(=O)NC(=O)NCc3ccccc3)cc2)cc(OC)c1OC (stereo not drawn),28.0
O=C1/C(=C/c2ccc([N+](=O)[O-])cc2)COc2ccc(O)cc21,50.9
Cc1ccc(/C=C/C2=NN(c3ccc(S(N)(=O)=O)cc3)C(c3ccc(C)o3)C2)o1 (stereo not drawn),109.1
CCN=C1C=CC(=C(c2ccc(N)cc2)c2ccc(N(CC)CC)c(C)c2)C=C1,-11.0*
COc1cc(C=O)ccc1OC1OC(COC(C)=O)C(OC(C)=O)C(OC(C)=O)C1OC(C)=O (stereo not drawn),106.0
[N-]=[N+]=C1C(=O)NC(=O)N2C3CC(O)C(COC12)O3 (stereo not drawn),115.9
C/C(Cc1ccc(Cl)cc1)=C(\c1ccc(OCCCN(C)C)cc1)c1ccc(OC(=O)C2CCCCC2)cc1,108.6
Brc1c(-c2nc(-c3ccccc3)c(-c3ccccc3)[nH]2)sc2ccccc12,102.8
CC(C)(C)OC(=O)NCC(=O)N1CCC[C@H]1C(=O)OC/C=C/c1ccccc1,102.7
CCOC(=O)c1cn(CCN2CCCC2)c2nc(NCc3ccc(OC)c(OC)c3)nn2c1=O,103.1
O=c1ccncn1C1OC(CO)C(O)C1O (stereo not drawn),64.9
COc1cc(/C=C2\SC(=O)NC2=O)ccc1OCC(=O)Nc1ccc(C(=O)/C=C/c2cc3ccccc3nc2Cl)cc1,93.7
CC1(C)OC2C(CO[Si](C)(C)C(C)(C)C)OC(n3c(I)c(C#C[Si](C)(C)C)c(=O)[nH]c3=O)C2O1 (stereo not drawn),69.5
CCCCCCCCCCCCCCCCCC[n+]1ccc2c(C)c3c(c(C)c2c1)c1cc(O)ccc1n3CC,30.2
CCN(CC)c1ccc2c(c1)Oc1nc(N)c(C#N)c(N)c1C2Sc1ccc(OC)cc1 (stereo not drawn),-16.6*
Cc1cn(CC(C)C)c(=O)[nH]c1=O,95.5
CCOC(=O)C(NC(C)=O)/C(C)=N\Nc1ccc([N+](=O)[O-])cc1[N+](=O)[O-] (stereo not drawn),119.5
O=C1C=CC(=O)C2C1C1(Cl)C(Cl)=C(Cl)C2(Cl)C1(Cl)Cl (stereo not drawn),9.4*
COc1cc(CNc2nnc(C)c(C)n2)ccc1O,112.4
COc1cc(Nc2ncccc2C(=O)NCc2cn(Cc3cccc(Oc4ccccc4)c3)nn2)cc(OC)c1OC,65.9
COc1ccc(CN2[C@H](C(=O)NCCCCCCC(=O)NO)Cc3c([nH]c4ccccc34)[C@H]2C2CC2)cc1,3.4*
COc1ccc2c(=O)c(C)c(C(=O)N[C@@H](Cc3ccccc3)C(O)C(N)=O)oc2c1 (stereo partly drawn),96.9
COC(=O)c1ccc2oc(NC(=O)c3ccc(NCc4ccccc4)c([N+](=O)[O-])c3)nc2c1,95.1
Cn1c(=O)c2ccc(-c3cc4ccccc4oc3=O)nc2n(C)c1=O,101.9
Nc1nc2c(N=Nc3ccc(Cl)cc3)c(N)nn2cc1-c1nc2ccccc2s1,123.3
O=C(NNC(=O)c1ccccc1)c1ccccc1,108.9
COc1cc(/C=C/C(=O)/C=C(O)/C=C/c2ccc(OC(C)=O)c(OC)c2)ccc1OC(C)=O,80.1
COc1ccc(-c2nc(-c3ccc(C(F)(F)F)cc3)nc3[nH]c(-c4ccccc4)cc23)cc1,93.3
N#CCSc1ncnc2nc[nH]c12,83.3
Cn1cc(-c2csc(-c3ccccc3)n2)c2cccnc21,3.2*[100 µM]
CC(=O)Nc1nc(Cl)c2[nH]cnc2n1,91.7
CCOC(=O)c1sc2ncnc(Nc3ccc4c(cnn4C(=O)Nc4ccc(C)c(Cl)c4)c3)c2c1C,95.3
COc1ccc(NC(=O)Cn2c3c(sc2=O)[C@H]2[C@@H](O)[C@@H](O)[C@H](O)[C@@H]2CS3)cc1,98.1
Cc1nc2ncccc2c(=O)n1-c1ccc(S(=O)(=O)Nc2ccccn2)cc1,98.2
CC(C)c1ccc(/C=N\Nc2ccc([N+](=O)[O-])cn2)cc1,96.0

Next part:
mol,HL-60(TB)
Cc1ccc2c(c1)C(O)CCC2 (stereo not drawn),92.1
O=C(Cc1nc2ccccc2[nH]c1=O)c1cccnc1,94.7
O=c1c2ccccc2nnn1N1CCOCC1,115.8
Cc1ccc(S(=O)(=O)OC2CCCCC2Br)cc1 (stereo not drawn),115.9
Cc1nc2ccc(OCc3cn(Cc4ccccc4)nn3)cc2c(=O)n1Cc1ccccc1,95.6
CCC(C)[C@H](NC(=O)Nc1cc(C(F)(F)F)cc(C(F)(F)F)c1)C(=O)N[C@@H](Cc1cn(C)cn1)C(=O)OC (stereo partly drawn),-78.4*[100 µM]
COc1ccc(-c2nc(N/N=C/c3ccc(O)c(OC)c3)nc(N3CCOCC3)c2C#N)cc1,97.4
COc1ccc(/C=C/C(=O)Oc2ccc(/C=C/c3cc(OC(=O)/C=C/c4ccc(OC)c(OC)c4)cc(OC(=O)/C=C/c4ccc(OC)c(OC)c4)c3)cc2)cc1OC,79.4
O=C1/C(=C/c2cccc([N+](=O)[O-])c2)Oc2ccc(O)c(O)c21,62.6
CCOP(=O)(OCC)C(=O)N(CC)CC,91.8
O=C(OCCOCCOC(=O)Oc1ccccc1)Oc1ccccc1,77.7
COc1cc(O)c2c(c1)/C=C/C[C@H](O)[C@H](O)C(=O)/C=C\C[C@H](C)OC2=O,-9.6*
OCc1cccs1,107.5
C/C(=N\NC(=S)Nc1cccc(C)c1)c1cc2ccccc2oc1=O,88.8
COc1ccc(-c2cc3c(ncn4nc(-c5ccccc5)nc34)o2)cc1,105.9
O=C(CSc1nc2ccccc2o1)Nc1ccc(-c2nc3ccccc3s2)cc1,105.1
COc1ccc(-c2nsc3c2NC(=O)CC3c2cccc(Cl)c2)cc1 (stereo not drawn),-19.2*
C=CCOc1ccccc1/C=C1\SC(=S)N(C2CC(=O)N(c3ccc(Cl)cc3)C2=O)C1=O (stereo not drawn),100.2
O=c1[nH]c(=O)n(Cc2ccc(O)cc2)cc1F,99.3[50 µM]
CCN(CC)CCSc1c2ccc(Cl)cc2nc2ccc(OC)cc12,68.8
N#Cc1cccc(-c2cc(=O)c3cc(O)ccc3[nH]2)c1,100.6
CC(=O)c1ccc(OC(=O)c2cc(-c3ccc(S(C)(=O)=O)cc3)nc3ccccc23)cc1,113.4
O=C(NNc1ccccc1)NNc1ccccc1,92.9
O=C(CN1C=NC2C(N3CCOCC3)=NC=NC21)c1ccccc1 (stereo not drawn),102.3
CSc1nc(N)c(N=Nc2ccc(S(=O)(=O)Nc3nccs3)cc2)c(=O)[nH]1,94.4
C[C@H]1[C@H](C)CC[C@]2(C(=O)NCCCNCCCCNCCCN)CC[C@]3(C)C(=CC[C@@H]4[C@@]5(C)CCC(=O)C(C)(C)[C@@H]5CC[C@]43C)[C@H]12,131.2
CC(C)(NC(=O)O[C@@H]1CN2CCC1CC2)c1csc(-c2ccc(F)cc2)n1,90.0
C#CCOc1ccc(/C=N/Nc2nc(-c3ccccc3)cs2)cc1,92.3
C[C@@]1(N2C(=O)OC[C@@H]2c2ccccc2)C(=O)N([C@H](CC(=O)N2CCC(N3CCCCC3)CC2)C(=O)NCc2cccc(C(F)(F)F)c2)[C@@H]1/C=C/c1ccccc1,81.0
O=C(c1ccccc1)C1CCCC1,94.4

Next part:
Compound,HL-60(TB)
Clc1cc(Cl)cc(-c2nn3c(-c4cc(Cl)cc(Cl)c4Cl)nnc3s2)c1,88.8
COc1cc(C2CC(c3ccc(N(C)C)cc3)=NN2C(C)=O)cc(OC)c1OC (stereo not drawn),-4.0*
Nc1ccc2c(c1)/C(=N/O)c1ccccc1-2,85.8
NNc1nc2n(n1)C(CCl)CN2 (stereo not drawn),102.5
CCCCCN(CCCCC)CC(O)c1c(Cl)ccc2ccccc12 (stereo not drawn),87.6
OCC1(CO)CC=CCC1,94.8
C[C@]12CCC(=O)C=C1CC[C@@H]1[C@@H]2CC[C@]2(C)C(=O)CC[C@@H]12,95.4
CC(=O)NC1=NC(=O)/C(=C\c2cccc(Cl)c2Cl)N1C,94.0
COc1cnc2c(c1)C(=O)c1c-2n(CCCN2CCNCC2)c(=O)c2cc(F)ccc12,-25.0*
Nc1cc2c(cc1Br)-c1c(C(=O)O)cccc1C2O (stereo not drawn),77.8
CCCCn1cnc2c(SCc3ccc([N+](=O)[O-])cc3)nc(N)nc21,-42.6*
C/C(=N\NC(=O)CSc1nc(-c2cnccn2)cc(-c2cccs2)c1C#N)c1ccccc1,118.9
CC1CC2Oc3ccc(Cl)cc3C(=O)N2O1 (stereo not drawn),110.3
CN(Cc1ccccc1)Cc1ccccc1,93.4
O=[N+]([O-])c1ccccc1/C=C/C=N/N=C/c1ccccc1O,52.6
NS(=O)(=O)c1ccc(NCc2nc(NC(=O)c3ccncc3)c3ccccc3n2)cc1,104.3
COc1ccc(NC(=O)Cn2cccc(Nc3ccccc3)c2=O)cc1,137.3
CC(=O)c1ccc(NC(=O)c2cc(-c3ccccc3Cl)oc2C)cc1,92.8
Cc1ccnc(NC(=O)OC(C)C)c1,64.7
O=C(Nc1ccc(Oc2cccc(Cl)c2)c(Cl)c1)c1cnccn1,1.5*
Cc1ccc(OC(=O)c2ccc(N)cc2O)cc1,98.1
CCN(CC)CC(=O)c1ccc(O)c(O)c1,87.9
[O-][n+]1cccc(O)c1,90.9
CC(=O)C1C(N2CC2)CC2C3CCC4=CC(=O)CCC4(C)C3CCC21C (stereo not drawn),81.4
CCOC(=O)[C@@H](Cc1ccccc1)NC(=O)c1[nH]c2ccc(Cl)cc2c(=O)c1C,103.5
CCCCC(C=O)(C=C=C(C)C)CC (stereo not drawn),104.2
Cn1c(O)c(C=N)c(=O)n(C)c1=O,106.3
COc1ccc(/C=C2\C=C(c3ccc(Cl)c(Cl)c3)N(C(=O)c3ccccc3)NC2=O)cc1,85.8
Cc1nc2sc(C(=O)Nc3cccc4ccncc34)c(N)c2cc1C(C)O (stereo not drawn),47.4
CCN(CC)CC(C)(C)C(=O)/C=C/c1ccccc1,26.2
O=C(Oc1c(Cl)cc(Cl)cc1[N+](=O)[O-])C(Cl)(Cl)Cl,103.6
O=C(O)c1cc(=O)cc(C(=O)O)[nH]1,91.9
CN1CCN(c2ccc(NC3=C(Cl)C(=O)c4ncccc4C3=O)cc2C#N)CC1,-26.3*
N#CC1=C(Oc2ccc(Cl)cc2)NC2c3ccccc3Sc3ccccc3N2C1=N (stereo not drawn),118.2
C/C=C(/C)C(=O)OC,93.0
COc1cccc2cc(-c3cc4ccccc4[nH]3)/c(=N/C(=O)Nc3ccccc3)oc12,110.9
CC1(C)N=C(N)N=C(N)N1c1ccc(C(=O)O)cc1,117.0
CCOC(=O)c1cccnc1Nc1ccc(NC(=O)Nc2cccc(C(F)(F)F)c2)cc1,86.6
C(=C\c1cn(-c2ccccc2)nc1-c1ccccc1)/c1nnc(-c2c[nH]c3ccccc23)o1,98.1
COc1c(/C(C)=N/N=c2sc(C(C)=O)nn2-c2ccccc2)c(Oc2ccccc2)c(OC)c2occc12,96.0&100.1
C#CCn1cnc2c(Nc3cccc(NC(=O)C=C)c3)ncnc21,99.6
COC(=O)/C(=C\c1ccco1)P(=O)(OC)OC,99.1
